# Bioassay records as filed in PubChem BioAssay.
# KCNQ1 inh: human KCNQ1 channel inhibition; B-score at 10 µM; AID 2642; 310,000 compounds, 1.3% hits; P51787; CHO-K1 KCNQ1, FluxOR thallium flux fluorescence; stronger effect = higher value;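 active = compounds whose thallium flux B-score, printed positive for inhibition, exceeds three library SD while starting fluorescence stays within three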;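 note: channel opened by potassium depolarization with thallium stimulus after 20 min compound exposure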
# TMEM16A act: activates or potentiates the mouse TMEM16A chloride channel; Q8BHY3; HEK293 TMEM16A/YFP-H148Q/I152L, iodide quench fluorescence; stronger effect = lower value; B-score at 10 µM; 340,000 compounds, 0.3% hits;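 active = fluorescence-ratio B-score plate-corrected deviation score at least 3 library SD below zero, with starting fluorescence score within 5 deviations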;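 note: channel opened by trigger with iodide after compound preincubation; score built on the fluorescence ratio of max minus min over baseline; more negative score means more quench and so TMEM16A activation or potentiation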
# TRPC4 act: activators of mouse TRPC4 channel; HEK293 TRPC4beta/mu-opioid, Fluo4 calcium fluorescence; stronger effect = higher value; B-score at 10 µM; 310,000 compounds, 0.49% hits; AID 2237;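 active = B-score above 5 SD of library B-scores, and initial fluorescence ratio not above library mean plus 5 SD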;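 note: positive B-score marks a calcium rise read as TRPC4 activation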
# Target sequence (Q9QUQ5 whole entry, looked up): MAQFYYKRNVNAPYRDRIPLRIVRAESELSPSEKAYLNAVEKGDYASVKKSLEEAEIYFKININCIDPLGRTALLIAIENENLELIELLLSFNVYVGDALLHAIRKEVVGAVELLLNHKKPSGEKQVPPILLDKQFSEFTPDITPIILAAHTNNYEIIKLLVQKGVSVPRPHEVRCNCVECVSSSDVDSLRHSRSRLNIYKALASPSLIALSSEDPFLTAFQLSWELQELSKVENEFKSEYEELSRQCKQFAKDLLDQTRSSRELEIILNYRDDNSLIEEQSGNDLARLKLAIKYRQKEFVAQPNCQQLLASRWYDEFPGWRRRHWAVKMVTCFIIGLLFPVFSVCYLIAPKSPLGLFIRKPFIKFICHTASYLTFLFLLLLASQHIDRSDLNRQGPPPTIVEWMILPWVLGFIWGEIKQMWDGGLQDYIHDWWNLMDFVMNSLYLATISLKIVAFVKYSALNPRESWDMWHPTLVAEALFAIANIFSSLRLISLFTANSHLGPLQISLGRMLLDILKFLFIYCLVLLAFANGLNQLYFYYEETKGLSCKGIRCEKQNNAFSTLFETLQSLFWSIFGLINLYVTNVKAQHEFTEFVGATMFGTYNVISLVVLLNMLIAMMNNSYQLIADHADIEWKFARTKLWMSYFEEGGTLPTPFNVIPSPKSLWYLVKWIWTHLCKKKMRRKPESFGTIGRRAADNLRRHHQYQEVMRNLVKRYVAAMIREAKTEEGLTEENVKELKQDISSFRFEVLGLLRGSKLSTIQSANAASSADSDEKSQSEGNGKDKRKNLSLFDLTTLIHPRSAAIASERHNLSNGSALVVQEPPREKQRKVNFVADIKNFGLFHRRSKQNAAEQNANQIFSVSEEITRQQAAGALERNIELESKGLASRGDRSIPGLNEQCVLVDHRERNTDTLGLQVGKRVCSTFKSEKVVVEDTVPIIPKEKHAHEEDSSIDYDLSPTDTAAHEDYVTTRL
#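 Technique: kinetic Fluo4 calcium fluorescence; Test system: TRPC4beta and mu-opioid receptor HEK293 stable cells; Measure: B-scored integrated calcium fluorescence ratio; Benchmarks: low control buffer alone, high control maximal DAMGO; Schedule: 45 min room-temperature Fluo4 loading, 110 s read.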
# TRPC4 potent: allosteric potentiators of mouse TRPC4 channel; Q9QUQ5; HEK293 TRPC4beta/mu-opioid, DAMGO EC20, Fluo-4 Ca2+ flux; stronger effect = higher value; B-score at 10 µM; 310,000 compounds, 0.42% hits;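 active = B-score of calcium response area above 5 SD of library B-scores, with initial fluorescence ratio within 5 SD of library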;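 note: B-score of integrated fluorescence ratio over time as area under calcium response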
# hERG protect: compounds protecting human hERG from proarrhythmic drug block; Q12809; CHO-hERG, FluxOR thallium flux, dofetilide IC70 present; activation (rescue from dofetilide block), less the hit threshold, % at 10 µM; 310,000 compounds, 0.51% hits;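 active = activation above the mean of controls blocked by dofetilide plus 5 SD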;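 note: thallium influx through hERG after potassium depolarization seen as dye fluorescence rise; in these data hits start at about 4.7%; inactives centre near -7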
# Dyrk1A ADPGlo: blocks rat Dyrk1A kinase activity | Q63470 | ADP-Glo luminescence, NFATc1 peptide | inhibition, % at 12.5 µM | 310,000 compounds, 0.43% hits; in the data active = inhibition above about 50%;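 note: plate controls were vehicle with enzyme for no effect and no enzyme for full effect; many of its hits are not listed in these tables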
# KCNQ1 act: potentiates or activates the human KCNQ1 potassium channel; 310,000 compounds, 0.35% hits; AID 2648; CHO-K1 KCNQ1, thallium flux FluxOR fluorescence; stronger effect = higher value; P51787; B-score at 10 µM;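 active = fluorescence ratio B-score, a plate-corrected score, at least three library SD, with initial intensity B-score within 5 SD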
#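 System: Stable KCNQ1 CHO-K1 line | Incubation: 90 min dye loading and 20 min compound exposure, both at room temperature | Measure: Ratio B score | Medium: Assay buffer for compound exposure, DMSO matched across wells | Compound dosing: Single-concentration screen | Probe or stimulus: K+/Tl+ depolarizing stimulus | Measured by: Kinetic FluxOR fluorescence, 10 s baseline plus 110 s post-stimulus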
# KCNK3 block: human KCNK3 channel inhibition, primary screen; O14649; CHO-KCNK3 thallium flux, FluxOR fluorescence; stronger effect = lower value; B-score at 10 µM; AID 602410; 340,000 compounds, 0.84% hits;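 active = B-score under library mean minus 4 SD, starting fluorescence ratio at most library mean plus 5 SD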;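 note: more negative B-score means stronger inhibition of thallium flux through KCNK3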
# HDAC3 inh: blocks human histone deacetylase 3; O15379; inhibition, % at 8.3 µM; 320,000 compounds, 0.15% hits; recombinant HDAC3, fluorogenic peptide/trypsin coupled, fluorescence; in the data active = inhibition above about 26%, passing the limit was not always enough
# KCNK9 inh: blocks the human KCNK9 two-pore domain potassium channel; Q9NPC2; HEK293 KCNK9, FluxOR thallium flux fluorescence; stronger effect = lower value; B-score at 10 µM; 310,000 compounds, 1.2% hits;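 active = ratio B-score over 3 SD below the library mean, with starting fluorescence within 5 SD of its mean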;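 note: negative B-score means less thallium flux so channel inhibition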
# ANO1 block: inhibitors of mouse TMEM16A calcium-activated chloride channel | normalized B-score (activity score, 25-100; higher = stronger inhibition) at 10 µM | HEK293 TMEM16A/YFP iodide influx fluorescence, ionomycin | 310,000 compounds, 1.2% hits | Q8BHY3;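 active = ratio plate-corrected score three or more library SD toward inhibition, starting fluorescence score within five deviations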;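 note: score derived from kinetic fluorescence span divided by baseline fluorescence per well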
# Active calls of the source: *; i = inactive; . = not tested or not shown.
# A first look (4 entries):
# Order of values: KCNQ1 inh, TMEM16A act, TRPC4 act, TRPC4 potent, hERG protect, Dyrk1A ADPGlo, KCNQ1 act, KCNK3 block, HDAC3 inh, KCNK9 inh, ANO1 block
1	O=C(N/N=C/c1ccc[nH]1)c1ccccc1O
    i, i, i, i, -17, 3, i, -9*, 8, i, i
2	O=C(O)CCCCCCNS(=O)(=O)c1ccccc1
    i, i, i, i, -7, -3, i, i, 6, i, i
3	Cc1ccc(C(=O)CSc2nc3ccccc3c(=O)[nH]2)cc1
    i, i, i, i, -8, 5, i, i, 7, i, 100*
4	CC(C)(C)C(=O)NC(=S)Nc1sc2c(c1C(N)=O)CCC2
    i, i, i, i, -10, 4, i, i, 4, i, i

# This part in full, from the first entry:
# Order of values: KCNQ1 inh, TMEM16A act, TRPC4 act, TRPC4 potent, hERG protect, Dyrk1A ADPGlo, KCNQ1 act, KCNK3 block, HDAC3 inh, KCNK9 inh, ANO1 block
1	O=C(N/N=C/c1ccc[nH]1)c1ccccc1O
    i, i, i, i, -17, 3, i, -9*, 8, i, i
2	O=C(O)CCCCCCNS(=O)(=O)c1ccccc1
    i, i, i, i, -7, -3, i, i, 6, i, i
3	Cc1ccc(C(=O)CSc2nc3ccccc3c(=O)[nH]2)cc1
    i, i, i, i, -8, 5, i, i, 7, i, 100*
4	CC(C)(C)C(=O)NC(=S)Nc1sc2c(c1C(N)=O)CCC2
    i, i, i, i, -10, 4, i, i, 4, i, i
5	O=C(CN1CCC(NC(=O)c2ccccc2F)CC1)NCc1ccc(F)cc1
    i, i, i, i, -12, 0, i, i, -6, i, i
6	O=C(COC(=O)COc1cccc(C(F)(F)F)c1)NC1CCCC1
    i, i, i, i, -16, ., i, i, -6, i, i
7	Cn1nc(-c2ccccc2)c2nc3ccccc3nc21
    i, i, i, i, -3, 10, i, i, 5, i, i
8	CCCCCCNS(=O)(=O)c1ccc(NC(=O)C2CCCO2)cc1 (stereo not given)
    i, i, i, i, -3, -2, i, i, 1, i, i
9	CC1Cc2ccccc2N1C1=CC(=O)CC(C)(C)C1 (stereo not given)
    i, i, i, i, -2, -3, i, i, 6, i, i
10	CCOC(=O)c1cnn(-c2nc(SC)nc3sc4c(c23)CCCC4)c1N
    i, i, i, i, 9.2*, 3, 12*, i, 5, -16*, i
11	COc1cccc(S(=O)(=O)NCc2ccc(C(=O)Nc3ccc(Cl)cc3)cc2)c1
    i, i, i, i, -6, -3, i, i, -2, i, i
12	Cc1cc(C)c2c(N)c(S(=O)(=O)Cc3ccccc3)sc2n1
    i, i, i, i, -14, 7, i, i, 5, i, i
13	CN1CCN(CCNC(=O)Nc2ccccc2C(F)(F)F)CC1
    i, i, i, i, -6, 9, i, i, 1, i, i
14	Cc1ccc(N(CCCCN2C(=O)c3ccccc3C2=O)C(=O)c2ccc(Cl)s2)cc1
    9*, i, i, i, -12, -3, i, i, 6, i, i
15	CCSC(C)CC1C/C(=N/O)c2c(C)noc2C1 (stereo not given)
    i, i, i, i, -4, -3, i, i, -5, i, i
16	CCC(CC)C(=O)c1c[nH]c(C(=O)NN)c1
    i, i, i, i, -2, 1, i, i, 3, i, i
17	CCCn1nnc(NC(=S)NC(=O)Cc2ccccc2)n1
    i, i, i, i, -7, ., i, i, -5, i, i
18	CN(C)S(=O)(=O)c1cccc(-c2nnc(SCc3cc(Cl)cc4c3OCOC4)n2N)c1
    i, i, i, i, -11, -12, i, i, 1, i, i
19	COc1ccc(N2CCN(C(CNC(=O)C(=O)NCCCn3ccnc3)c3ccco3)CC2)cc1 (stereo not given)
    i, i, i, i, -16, -3, i, i, -1, i, i
20	N=c1c(C(=O)NCc2ccco2)cc2c(=O)n3ccccc3nc2n1Cc1ccc(Cl)cc1
    i, i, i, 13*, -28, -3, i, i, 6, i, i
21	C[n+]1ccc(/C=C/c2c[nH]c3ccc(F)cc23)cc1
    11*, i, i, i, -18, 8, i, i, 5, -6.7*, i
22	CCCN(CCC)CCCNC(=O)CS(=O)Cc1nc(-c2ccc(OC)c(OC)c2)oc1C (stereo not given)
    i, i, 64*, i, -13, -6, i, i, -1, i, i
23	Nc1ccc(OCCc2ccccc2)cc1
    i, i, i, i, -3, 13, i, i, -4, i, i
24	CCOC(=O)CN1C(=O)C2(OCCCO2)c2ccccc21
    i, i, i, i, 2, 0, i, i, 5, i, i
25	CCN(CC)CCNC(=O)Cn1cnc2sc(C)c(S(=O)(=O)N3CCN(c4ncccn4)CC3)c2c1=O
    i, i, i, i, -11, -6, i, i, -12, i, i
26	Cc1ccc(-c2nn(-c3ccccc3)cc2/C=N/NC(=O)CSc2nnc(C)n2-c2ccccc2)cc1
    i, i, i, i, -5, 2, i, i, 0, i, i
27	CCOC(=O)C1CCCN(C(=O)/C=C/c2ccc([N+](=O)[O-])cc2)C1 (stereo not given)
    i, i, i, i, -13, -4, i, i, 3, i, i
28	COc1ccccc1NC(=S)NNC(=O)c1nn(C)c(C)c1Cl
    i, i, i, i, -4, 9, i, i, -3, i, i
29	Cc1cc2c(cc1[N+](=O)[O-])NC(CNC(C)C)CC2 (stereo not given)
    i, i, i, i, -4, 38, i, i, -1, i, i
30	C[C@H](NC(=O)c1nc[nH]c1C(=O)N(C)Cc1ccccc1)C(=O)OC(C)(C)C
    ., i, ., ., ., 4, ., i, 4, ., i
31	Cc1cc(C)cc(N(CC(=O)NC2CCCC2)C(=O)CNC(=O)c2cccs2)c1
    i, i, i, i, -4, 6, i, i, 1, i, i
32	O=C(Cn1nnc(-c2ccccc2F)n1)Nc1ccc(C(=O)N2CCOCC2)cc1
    i, i, i, i, -4, -4, i, i, -11, i, i
33	COc1ccc(N(C(=O)c2ccco2)C(C(=O)NC2CCCC2)c2ccc(OC)c(OC)c2)cc1 (stereo not given)
    i, i, i, i, -6, -4, i, i, 0, i, i
34	O=C(O)C1C2C=CC(C2)C1C(=O)Nc1ccc(Cl)c(Cl)c1 (stereo not given)
    i, i, i, i, -4, 6, i, i, 3, i, i
35	CCOC(=O)c1ccc(NC(=O)COc2ccc(S(=O)(=O)NC(C)CC)cc2)cc1 (stereo not given)
    i, i, i, i, -11, 1, i, i, 2, i, i
36	CCCCC(=O)NC(Nc1ccc(C)cn1)(C(=O)OCC)C(F)(F)F (stereo not given)
    i, i, i, i, -11, 8, i, i, -11, i, i
37	COc1ccc(C(c2nnnn2C2CCCCC2)N2CCN(c3ccccc3F)CC2)cc1 (stereo not given)
    i, i, i, i, -6, -1, i, i, -2, i, i
38	Cc1cccc(C(=O)NNC(=O)c2csc(N3CCOCC3)n2)c1C
    i, i, i, i, -13, 5, i, i, -5, i, i
39	CCn1nc(C(=O)N[C@@H](CCSC)c2nc3ccccc3[nH]2)c2ccccc2c1=O
    i, i, i, i, -18, 10, i, i, 1, i, i
40	CC1=NNC(=O)C1CCC(=O)N/N=C\c1cccc(Cl)c1 (stereo not given)
    i, i, i, i, -6, 4, i, i, 2, i, i
41	CCOc1ccc(NC(=O)CS(=O)CC(=O)NC2CCCc3ccccc32)cc1 (stereo not given)
    i, i, i, i, -2, -7, i, i, -2, i, i
42	c1ccc(C2c3c(ccc4ccccc34)Oc3ncn4nc(-c5ccco5)nc4c32)cc1 (stereo not given)
    i, i, i, i, -5, -3, i, i, -2, i, i
43	CSc1ccc(CN(C)C(=O)CSCC(=O)Nc2cc(C)on2)cc1
    i, i, i, i, -9, -3, i, i, -6, i, i
44	COc1cc2c(cc1OC)C(C)N(C(=O)CCNC(=O)c1ccccc1)CC2 (stereo not given)
    i, i, i, i, -9, 0, i, i, -14, i, i
45	CCN(CC(=O)Nc1c(F)cccc1F)C(=O)CN1C(=O)NC2(CCCC2)C1=O
    i, i, i, i, -16, 18, i, i, 1, i, i
46	COc1ccccc1C(=O)NC(=S)Nc1cc(C(=O)O)ccc1C
    i, i, i, i, -5, 6, i, i, 2, i, i
47	Cc1cc(=O)oc(C)c1C(=O)NNC(=O)C1(C)CC1Br (stereo not given)
    i, i, i, i, -13, ., i, i, 6, i, i
48	COc1ccccc1NC(=O)CN1CCN(Cc2ccccc2)CC1
    i, i, i, i, -24, 9, i, i, 1, i, i
49	Cc1ccc(CN(C(=O)c2cc3ccccc3oc2=O)C2CCS(=O)(=O)C2)cc1 (stereo not given)
    i, i, i, i, -7, 6, i, i, 0, i, i
50	COc1ccc(Cl)cc1NC(=S)NN1CCOCC1
    i, i, i, i, 1, -3, i, i, ., i, i
51	Cc1ccc(NC(=O)CN2CCc3ccccc3C2)cc1S(=O)(=O)N1CCOCC1
    i, i, 70*, i, -8, 0, i, i, -1, i, i
52	CC(=O)Nc1ccc(S(=O)(=O)Nc2nc3ccccc3nc2Sc2nncn2C)cc1
    i, i, i, i, -8, 6, i, i, 3, i, i
53	CN(CCc1ccccc1)C(=O)c1cc(COc2cccc(C(F)(F)F)c2)on1
    i, i, i, i, -6, ., i, i, ., i, .

# Given in transposed form: two of the compounds above.
32	O=C(Cn1nnc(-c2ccccc2F)n1)Nc1ccc(C(=O)N2CCOCC2)cc1
42	c1ccc(C2c3c(ccc4ccccc34)Oc3ncn4nc(-c5ccco5)nc4c32)cc1 (stereo not given)
screen / no.	32	42
KCNQ1 inh	i	i
TMEM16A act	i	i
TRPC4 act	i	i
TRPC4 potent	i	i
hERG protect	-4	-5
Dyrk1A ADPGlo	-4	-3
KCNQ1 act	i	i
KCNK3 block	i	i
HDAC3 inh	-11	-2
KCNK9 inh	i	i
ANO1 block	i	i

# Five of the compounds above, with tabs.
No.	Molecule	KCNQ1 inh	TMEM16A act	TRPC4 act	TRPC4 potent	hERG protect	Dyrk1A ADPGlo	KCNQ1 act	KCNK3 block	HDAC3 inh	KCNK9 inh	ANO1 block
48	COc1ccccc1NC(=O)CN1CCN(Cc2ccccc2)CC1	i	i	i	i	-24	9	i	i	1	i	i
49	Cc1ccc(CN(C(=O)c2cc3ccccc3oc2=O)C2CCS(=O)(=O)C2)cc1 (stereo not given)	i	i	i	i	-7	6	i	i	0	i	i
50	COc1ccc(Cl)cc1NC(=S)NN1CCOCC1	i	i	i	i	1	-3	i	i	.	i	i
51	Cc1ccc(NC(=O)CN2CCc3ccccc3C2)cc1S(=O)(=O)N1CCOCC1	i	i	70*	i	-8	0	i	i	-1	i	i
52	CC(=O)Nc1ccc(S(=O)(=O)Nc2nc3ccccc3nc2Sc2nncn2C)cc1	i	i	i	i	-8	6	i	i	3	i	i

# The list is partial; rates above refer to the full screens.
